# PP1 counter: PP1-alpha (human) inhibition in PP5 counter-screen; P62136; purified PP1alpha, OMFP fluorescence; inhibition, % at 6.7 µM; 0.9% of 320,000 active;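 active means inhibition above the mean inhibition of all tested compounds plus 3 SD, computed separately for each screening campaign, cut at about 15% in these data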
# PREPL inh: inhibitors of human prolyl oligopeptidase-like enzyme PREPL; Q4J6C6; recombinant PREPL, fluorescence polarization activity-based probe; inhibition, % at 5.96 µM; 0.68% of 320,000 active; AID 2751; in the data active means inhibition above about 43%;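 further: 0% = enzyme with DMSO and 100% = wells lacking enzyme; many of its hits are not listed in these tables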
# ZTA DNA inh: counter-screen for EBNA-1 inhibitors: inhibitors of Epstein-Barr virus ZTA; P03206; ZTA-DNA binding, fluorescence polarization; inhibition, % at 11 µM; 0.15% of 320,000 active; AID 2234; in the data active means inhibition above about 33%
# Target sequence (P03206 whole entry, looked up): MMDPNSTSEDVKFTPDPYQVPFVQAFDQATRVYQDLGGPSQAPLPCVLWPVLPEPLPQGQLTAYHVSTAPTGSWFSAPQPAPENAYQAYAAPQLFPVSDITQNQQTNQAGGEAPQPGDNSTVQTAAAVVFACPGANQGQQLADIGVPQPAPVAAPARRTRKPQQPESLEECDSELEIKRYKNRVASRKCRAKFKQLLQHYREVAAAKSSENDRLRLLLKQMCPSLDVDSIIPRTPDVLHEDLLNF
# core dimer inh: HCV core protein dimerization inhibition. 0.33% of 300,000 active. inhibition, % at 5 µM. TR-FRET GST/Flag-core106 dimerization, 1536-well;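 active means inhibition above the mean of all tested compounds plus 3 SD, set per screening campaign, cut at about 45% in these data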
#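 test system = GST/Flag-tagged HCV core106 proteins | probe or stimulus = Eu donor and XL665 acceptor anti-tag antibodies | times = compound-protein-antibody incubation 4 h at 22.5 °C | signal = TR-FRET, excitation 340 nm, emission 617 and 671 nm | measure = percent inhibition of core106 dimerization signal | controls = wells lacking GST-core106 and wells with excess unlabelled core106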
# EBNA-1 inh: blocks EBNA-1 binding to DNA; EBNA-1 DNA binding, fluorescence polarization; inhibition, % at 14.8 µM; 0.34% of 300,000 active; AID 1950; in the data active means inhibition above about 28%
# Fh CTSL1 inh: blocks F. hepatica cathepsin L1 in PFM18AAP counter-screen; recombinant F. hepatica cathepsin L1, Z-Leu-Arg-MCA fluorescence; inhibition, % at 5.96 µM; 0.49% of 300,000 active; AID 1906;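 active means inhibition above the mean of all tested compounds plus 3 SD, set per screening campaign, cut at about 17% in these data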;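 further: 0% = plate median of test compound wells and 100% = 1 µM Z-Phe-Ala-diazomethylketone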
# Efflux pump inh: antifungal efflux pump inhibition, Nile Red retention | S. cerevisiae Candida pump triplex | inhibition, % at 10 µM | 0.44% of 330,000 active;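 active means plate passing quality check with inhibition over a set limit, or well fluorescence over plate mean plus 4 SD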;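 further: Nile Red retained in pooled yeast measured as flow cytometry median fluorescence; 0% = buffer negative control and 100% = Enniatin B positive control; higher means more Nile Red kept so more efflux inhibition; some compounds called inactive have numbers as strong as hits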
# PP5 primary: PP5 (human) phosphatase inhibition; P53041; purified PP5c, OMFP substrate fluorescence; inhibition, % at 6.7 µM; 0.18% of 320,000 active;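 active means inhibition above the campaign's mean inhibition across all tested compounds plus 3 SD, cut at about 9.5% in these data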;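 further: 0% = DMSO only and 100% = 100 µM cantharidin control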
# Target sequence (P53041 whole entry, looked up): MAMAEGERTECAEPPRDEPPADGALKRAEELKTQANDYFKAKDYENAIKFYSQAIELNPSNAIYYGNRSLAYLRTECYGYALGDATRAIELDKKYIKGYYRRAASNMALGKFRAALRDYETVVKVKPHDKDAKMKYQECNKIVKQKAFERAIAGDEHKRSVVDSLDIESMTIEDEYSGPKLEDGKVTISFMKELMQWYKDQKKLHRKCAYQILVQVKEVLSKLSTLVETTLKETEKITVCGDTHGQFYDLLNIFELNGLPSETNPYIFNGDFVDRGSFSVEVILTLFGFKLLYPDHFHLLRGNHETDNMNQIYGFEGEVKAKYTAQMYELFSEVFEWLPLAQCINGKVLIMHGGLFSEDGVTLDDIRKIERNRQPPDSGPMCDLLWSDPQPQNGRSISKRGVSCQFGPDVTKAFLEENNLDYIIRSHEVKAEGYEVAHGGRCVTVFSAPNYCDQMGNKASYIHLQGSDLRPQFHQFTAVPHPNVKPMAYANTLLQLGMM
# TPT1 inhibitor: inhibitors of Candida albicans tRNA 2'-phosphotransferase TPT1. recombinant caTPT1, FP RNA substrate dephosphorylation. inhibition, % at 5 µM. 0.81% of 300,000 active;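 active means inhibition above the mean of all tested compounds plus 3 SD, set per screening campaign, cut at about 24% in these data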;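 further: plate controls were DMSO alone for no effect and ferristatin control at 100 nM for full effect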
# Starred values were filed as active, the others as inactive; nt = no result given.
# Value order – PP1 counter	PREPL inh	ZTA DNA inh	core dimer inh	EBNA-1 inh	Fh CTSL1 inh	Efflux pump inh	PP5 primary	TPT1 inhibitor
- Cc1c(CC(=O)O)c(=O)oc2cc3occ(-c4ccc(F)cc4)c3cc12
  -2	11	13	3	1	4	-0.3	-1.1	-2
- COCCN(C(=O)CCC(=O)Nc1ccccn1)C(C(=O)NC(C)(C)C)c1ccc(OC)cc1 (stereo not drawn)
  -1	-6	1	1	5	-1	-0.3	1.4	1
- COc1ccc(Cl)cc1NC(=O)CN(C)CC(=O)Nc1ccc(C)cc1Br
  3	0	-16	-1	-10	-1	0.2	4.3	2
- O=C(Oc1ccccc1C(=O)N1CCOCC1)c1cccc(Br)c1
  -2	22	18	5	10	1	0.0	-1.6	-6
- O=C(NC(=S)Nc1cc(S(=O)(=O)N2CCOCC2)ccc1N1CCOCC1)C1CCCC1
  -7	-3	-12	-1	-11	-1	0.5	0.0	-3
- CC(c1ccco1)N(C(=O)COc1ccc(Cl)cc1Cl)c1ccccn1 (stereo not drawn)
  -7	19	-7	-2	-5	-1	-0.1	2.3	2
- O=C(COC(=O)c1ccc(S(=O)(=O)NCc2ccco2)cc1)Nc1ncc(Cl)cc1Cl
  -2	6	23	11	20	-8	-0.1	-1.2	-3
- CCOC(=O)Nc1ccc2c(c1)N(C(=O)N1CCN(C)CC1)c1ccccc1S2
  3	15	-7	-8	0	0	0.1	2.3	-8
- NNC(=O)c1ccc(COCC(F)(F)F)cc1
  4	1	0	1	-1	3	0.0	0.4	-2
- O=C1CC(=O)N(CCNc2ncc(C(F)(F)F)cc2Cl)C(=O)N1
  29*	-1	20	-6	-1	-2	-0.1	2.7	38*

# Value order – PP1 counter	PREPL inh	ZTA DNA inh	core dimer inh	EBNA-1 inh	Fh CTSL1 inh	Efflux pump inh	PP5 primary	TPT1 inhibitor
- O=C(N/N=C/c1cc(Br)ccc1OC(=O)c1ccc(Br)cc1)c1ccncc1
  1	-1	-13	1	-14	2	0.2	5.4	2
- NC1=NC2(CCCC2)N=C(Nc2ccccc2)N1
  -5	-10	3	-5	-7	5	0.1	0.3	2
- CCN1CCN(CC(O)COC(c2ccccc2)c2ccccc2C)CC1 (stereo not drawn)
  0	-2	-9	6	-1	-3	0.1	2.2	-1
- CC(C)N=C(NS(=O)(=O)NC(=O)c1ccccc1)c1ccccc1
  -4	-4	5	1	-1	-1	0.1	-0.2	-6
- Nc1ccc(Br)cc1-c1nc2ccccc2[nH]c1=O
  -3	2	4	1	-6	1	-0.1	-0.2	2
- Cc1nonc1C(=O)N1CCCC(Nc2ccc(C(C)C)cc2)C1 (stereo not drawn)
  4	5	5	-3	-11	-1	0.1	2.6	-2
- c1ccc2c(c1)OCC(c1csc3ncnc(N4CCCCC4)c13)O2 (stereo not drawn)
  -2	0	5	6	3	-2	0.1	0.5	-2
- Cc1ccc(-c2nn(-c3ccccc3Cl)cc2C(=O)NCC2CCCO2)cc1 (stereo not drawn)
  -3	0	-2	1	0	-1	-0.1	-0.3	1
- O=c1c2ccccc2c(-c2ccccc2)nn1-c1ccccc1
  -2	2	3	5	7	-3	0.0	0.1	-4
- O=C(NCCCSc1ccccc1)c1ccc(=O)[nH]c1
  -2	-2	-2	-2	-9	-2	-0.9	2.0	1

# Value order – PP1 counter	PREPL inh	ZTA DNA inh	core dimer inh	EBNA-1 inh	Fh CTSL1 inh	Efflux pump inh	PP5 primary	TPT1 inhibitor
- O=C(COC(=O)CCCOc1ccc(Cl)cc1Cl)NCc1ccc(F)cc1
  -2	-26	5	0	4	-8	0.3	4.0	-3
- COc1ccc(S(=O)(=O)N(C)c2ccccc2)c2cccnc12
  -1	27	5	-25	6	1	-0.2	-1.1	-8
- CC(=O)c1ccc(NC(=O)C[n+]2ccccc2)cc1
  -1	4	-7	-6	-6	-5	-0.1	5.9	0
- N#Cc1ccc(OCC(=O)NC(=O)NC2CCS(=O)(=O)C2)cc1 (stereo not drawn)
  1	2	9	nt	nt	nt	0.0	1.9	nt
- CC(C)CC(c1nnnn1C(C)(C)C)N1CCN(C2CCCC2)CC1 (stereo not drawn)
  1	-23	-14	-6	-15	1	0.1	4.2	0
- N=C1SCC(=O)N1c1ccc(Cl)cc1
  -4	4	18	-8	-2	-2	0.4	2.8	3
- Cc1cccc(NC(=O)CNC(=O)COc2cccnc2[N+](=O)[O-])c1C
  -5	6	3	nt	nt	nt	0.0	0.7	nt
- CCOc1ccc(S(=O)(=O)N2CCC(C(=O)OCc3cccc(OC)c3OC)CC2)cc1
  -1	1	10	nt	nt	nt	0.2	3.6	nt
- C1=Cc2ccccc2Nc2ccccc21
  -4	15	0	-17	0	2	-0.1	1.5	-4
- O=C(Nc1cccc2ncccc12)c1cccc(F)c1
  0	2	-6	-2	2	-1	-0.1	-0.3	3

# Value order – PP1 counter	PREPL inh	ZTA DNA inh	core dimer inh	EBNA-1 inh	Fh CTSL1 inh	Efflux pump inh	PP5 primary	TPT1 inhibitor
- CC(=O)N(Cc1ccco1)c1nc(C(=O)Nc2ccc(Cl)cc2)c(C)s1
  1	2	1	17	8	3	-1.2	3.0	4
- O=C(NC1CCCC1)C(c1ccncc1)N(Cc1ccccc1)C(=O)c1ccc(-c2ccccc2)[nH]1 (stereo not drawn)
  6	-9	2	22	-4	0	0.2	2.5	0
- CCCCCCC(c1c(C)n(C)n(-c2ccccc2)c1=O)c1c(C)n(C)n(-c2ccccc2)c1=O
  5	16	13	21	-2	1	-0.2	-5.9	1
- CCCC(=NCC(=O)O)C1=C(O)C(C(=O)OC)C(C)(C)CC1=O (stereo not drawn)
  -2	5	-4	-2	-1	-2	0.0	0.7	0
- CCOc1ccc(OCCC(=O)OCC(=O)NCCc2ccc(S(N)(=O)=O)cc2)cc1
  -1	19	13	nt	nt	nt	0.1	4.0	nt
- COc1ccc(OC)c(-c2csc(NC(=O)Cc3ccc(F)cc3)n2)c1
  7	0	0	-7	-4	0	1.4	5.6	-2
- COc1cc(N(C(=O)Cc2cccs2)C(C(=O)NC2CCCCC2)c2cccc(OC)c2OC)ccc1-n1cnnn1 (stereo not drawn)
  -1	12	5	2	8	1	0.1	1.7	-2
- CC(=O)Nc1ccc(-n2nnnc2SCC(=O)N2CCN(C(=O)c3ccco3)CC2)cc1
  3	-1	13	-7	-10	6	0.0	0.3	-2
- COCCn1c(C)nnc1SCC(=O)NNC(=O)c1ccc(Cl)cc1
  2	7	-22	-12	1	-8	-0.1	3.8	-4
- COC(=O)c1ccc(/C=C/c2ccc3cccc(OC(C)=O)c3n2)cc1
  20*	11	-4	-4	1	5	-0.2	0.8	-5

# Arranged by length of the SMILES (highest first): some entries from above
# Value order – PP1 counter	PREPL inh	ZTA DNA inh	core dimer inh	EBNA-1 inh	Fh CTSL1 inh	Efflux pump inh	PP5 primary	TPT1 inhibitor
- O=C(NC1CCCC1)C(c1ccncc1)N(Cc1ccccc1)C(=O)c1ccc(-c2ccccc2)[nH]1 (stereo not drawn)
  6	-9	2	22	-4	0	0.2	2.5	0
- CCCCCCC(c1c(C)n(C)n(-c2ccccc2)c1=O)c1c(C)n(C)n(-c2ccccc2)c1=O
  5	16	13	21	-2	1	-0.2	-5.9	1
- CC(=O)Nc1ccc(-n2nnnc2SCC(=O)N2CCN(C(=O)c3ccco3)CC2)cc1
  3	-1	13	-7	-10	6	0.0	0.3	-2
- COC(=O)c1ccc(/C=C/c2ccc3cccc(OC(C)=O)c3n2)cc1
  20*	11	-4	-4	1	5	-0.2	0.8	-5
- COc1ccc(OC)c(-c2csc(NC(=O)Cc3ccc(F)cc3)n2)c1
  7	0	0	-7	-4	0	1.4	5.6	-2

# Going on with the list.
# Value order – PP1 counter	PREPL inh	ZTA DNA inh	core dimer inh	EBNA-1 inh	Fh CTSL1 inh	Efflux pump inh	PP5 primary	TPT1 inhibitor
- CCC(=O)Nc1ccc(-c2ccc(N3CCC(C)CC3)nn2)cc1
  2	10	-15	-9	-2	-3	0.2	2.0	0
- CCOc1ncccc1C(=O)OCC(=O)Nc1ccc(C)c(S(=O)(=O)N(C)C)c1
  -3	-1	-1	-4	-7	-11	0.1	0.7	1
- C/C(CC(=O)Nc1cccc(C(F)(F)F)c1)=N/NC(=O)C(=O)NCCO
  -7	10	5	-6	-8	5	0.1	-0.6	-1
- Cc1ccc(-c2nnc(-n3nc(C)cc3C)c3ccccc23)cc1
  0	10	5	-3	-6	-2	0.8	2.5	1
- Cc1c(NC(=O)C(C)N2C(=O)NC3(CCC(C)CC3)C2=O)c(=O)n(-c2ccccc2)n1C (stereo not drawn)
  0	8	2	-2	-5	6	0.0	0.4	-2
- O=C(CSc1ccc(S(=O)(=O)N2CCCCC2)cn1)Nc1ccccc1Br
  4	14	-14	nt	nt	nt	-0.4	2.5	nt
- O=C(CC1SCCNC1=O)Nc1cccc(C(F)(F)F)c1 (stereo not drawn)
  1	-6	-9	1	-3	-3	-0.2	0.8	2

# This is a subset. The share of hits here may be higher or lower than overall.
